# Bioassay records: PubChem BioAssay, several laboratories
# SIAE inh: inhibitors of human sialic acid acetylesterase SIAE. Q9HAT2. SIAE FP-Rh probe binding, fluorescence polarization. inhibition, % at 9.66 µM. hit rate 0.69% among 370,000;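 active = inhibition above a cutoff: mean of compounds within the control limits plus 3 SD of those, cut at about 17% in these data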;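 note: 0% = plate median of compound wells and 100% = probe without SIAE protein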
# mABHD4 FP: inhibitors of mouse ABHD4; Q8VD66; purified mABHD4, FP-Rh probe fluorescence polarization; inhibition, % at 8.92 µM; hit rate 0.54% among 370,000; AID 720543;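 active = inhibition exceeding the mean over every tested compound plus 3 SD, cut at about 30% in these data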;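 note: 0% = plate median of compound wells and 100% = S159A mutant with DMSO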
# Target sequence (Q8VD66 whole entry, looked up): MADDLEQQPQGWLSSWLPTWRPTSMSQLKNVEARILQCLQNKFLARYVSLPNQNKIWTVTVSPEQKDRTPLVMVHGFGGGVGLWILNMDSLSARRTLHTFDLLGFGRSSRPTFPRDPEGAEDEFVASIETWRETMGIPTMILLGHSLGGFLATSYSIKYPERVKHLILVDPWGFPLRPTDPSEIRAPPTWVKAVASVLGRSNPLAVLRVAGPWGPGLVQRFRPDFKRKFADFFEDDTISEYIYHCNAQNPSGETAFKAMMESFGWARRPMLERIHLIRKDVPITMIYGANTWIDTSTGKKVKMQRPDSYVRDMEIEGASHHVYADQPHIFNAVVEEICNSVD
#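 Test system: mABHD4 protein | Buffer or medium: HEPES pH 7.0 buffer, 150 mM NaCl, 0.01% Pluronic F-127 | Probe or stimulus: FP-Rh fluorescent activity-based probe, added after compound pre-incubation | Timing: Pre-incubation 45 min, probe exposure 60 min, at 25 °C | Technique: Fluorescence polarization, excitation 525 nm, emission 598 nm, BODIPY TMR filters | Repeats: Single well per compound (singlicate)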
# rCAG RNA binder: molecules binding r(CAG) RNA repeats; r(CAG) RNA repeat, TO-PRO-1 dye displacement fluorescence; inhibition, % at 3 µM; AID 651821; hit rate 1.3% among 370,000;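 active = inhibition above the plate cutoff, the mean of all test compounds on that plate plus 3 SD, cut at about 35% in these data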;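 note: 0% = DMSO alone and 100% = 100 µM mitoxantrone as full dye displacement; higher means more dye released from RNA so lower well fluorescence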
# PRMT1 inh: blocks human protein arginine methyltransferase 1; hit rate 1.3% among 370,000; inhibition, % at 2.79 µM; recombinant PRMT1, activity-based probe fluorescence polarization; Q99873; AID 652257;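 active = inhibition above about 21% made by adding two undisclosed values, limit read from the data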
# NPR2 activator: GC-B (human) receptor activation. activation, % at 10 µM. hit rate 0.11% among 370,000. AID 1920062. HEK293-GC-B cells, CNP EC30, cGMP TR-FRET; 0% at EC30 CNP, 100% saturating CNP;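 active = activation at 10 µM reaching about 35% in either raw or pattern-adjusted values, limit read from the data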
# GC-A act: GC-A (human) enzyme activation. activation, % at 10 µM. HEK293 GC-A cells, cGMP TR-FRET, EC30 ANP; 0% at EC30 ANP, 100% saturating ANP. AID 1671463. hit rate 0.14% among 370,000; in the data active = activation above about 40%
# MBD2 inh: inhibitors of human MBD2 binding to methylated oligonucleotide; Q9UBB5; hit rate 0.31% among 370,000; inhibition, % at 4.4 µM; TR-FRET; in the data active = inhibition above about 13%
# HTRA1 inhibitor: blocks human HTRA1 serine peptidase | hit rate 0.5% among 340,000 | recombinant HTRA1, FP-rhodamine activity-based probe, fluorescence polarization | inhibition, % at 5.96 µM; in the data active = inhibition above about 36%;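 note: 0% = enzyme with DMSO and 100% = wells lacking enzyme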
# UHRF1 binding: blocks human UHRF1 binding to methylated DNA; Q96T88; UHRF1 binding to methylated oligo, TR-FRET; inhibition, % at 4.4 µM; hit rate 0.75% among 370,000; in the data active = inhibition above about 21%;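 note: UHRF1 SRA domain binding a hemimethylated CpG hairpin DNA probe; 0% = median of test compound wells and 100% = reference inhibitor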
# Target sequence (Q96T88 whole entry, looked up, the tested form may be a part): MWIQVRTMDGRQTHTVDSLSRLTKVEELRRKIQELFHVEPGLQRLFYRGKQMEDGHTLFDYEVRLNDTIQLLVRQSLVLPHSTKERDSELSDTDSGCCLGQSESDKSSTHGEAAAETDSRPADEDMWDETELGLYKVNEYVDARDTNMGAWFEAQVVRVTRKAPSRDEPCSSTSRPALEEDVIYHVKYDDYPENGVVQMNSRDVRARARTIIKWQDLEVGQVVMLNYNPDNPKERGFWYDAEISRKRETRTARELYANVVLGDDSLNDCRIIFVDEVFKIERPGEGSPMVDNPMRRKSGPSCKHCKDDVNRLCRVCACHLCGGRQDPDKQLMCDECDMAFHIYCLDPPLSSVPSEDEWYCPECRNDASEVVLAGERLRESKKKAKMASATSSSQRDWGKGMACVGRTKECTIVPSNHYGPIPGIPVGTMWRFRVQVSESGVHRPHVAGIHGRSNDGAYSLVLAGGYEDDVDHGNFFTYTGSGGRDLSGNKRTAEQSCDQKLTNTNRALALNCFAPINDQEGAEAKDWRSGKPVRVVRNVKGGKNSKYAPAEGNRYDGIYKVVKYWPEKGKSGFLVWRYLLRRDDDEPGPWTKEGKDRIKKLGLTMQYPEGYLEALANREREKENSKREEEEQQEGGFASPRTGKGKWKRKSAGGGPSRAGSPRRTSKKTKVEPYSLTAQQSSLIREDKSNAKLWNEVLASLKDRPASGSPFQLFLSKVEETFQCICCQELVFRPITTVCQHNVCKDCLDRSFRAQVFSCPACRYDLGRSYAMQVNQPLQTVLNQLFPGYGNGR
# TCR CD3 inh: blocks the human TCR-CD3 interaction | TAMRA-labeled TCR probe fluorescence, biochemical | inhibition, % at 9.4 µM | hit rate 0.37% among 360,000 | AID 651800; in the data active = inhibition above about 19%;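 note: recombinant mutant TCR 2C K166C tagged with TAMRA read by polarization; 0% = receptor in buffer alone and 100% = receptor with positive control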
# The depositor's hits bear a star; . = no result given.
SMILES,SIAE inh,mABHD4 FP,rCAG RNA binder,PRMT1 inh,NPR2 activator,GC-A act,MBD2 inh,HTRA1 inhibitor,UHRF1 binding,TCR CD3 inh
O=C(CCN1CCN(S(=O)(=O)c2cccc([N+](=O)[O-])c2)CC1)Nc1ccccc1F,1,2,0,7,-2,-3,7,-3,-2,3
O=S(=O)(c1ccc(Nc2ccc(-c3ccc4c(c3)OCCO4)nn2)cc1)N1CCCC1,-36,-56,15,0,-2,-3,-2,-45,-4,-4
CC(=O)c1sc(-c2ccc(Cl)cc2)nc1C,7,-2,-2,-5,.,.,0,-5,-4,-1
CSCCC(C(=O)OC1CCOC1=O)N1C(=O)c2ccccc2C1=O (stereo unspecified),-4,18,9,5,-8,-16,-2,2,3,-10
O=C(NCC(c1cccs1)N1CCOCC1)c1ccc([N+](=O)[O-])cc1 (stereo unspecified),6,4,0,0,3,8,1,1,25*,4
CC(C)C(NS(=O)(=O)c1ccc2c(c1)OCCCO2)C(=O)O (stereo unspecified),0,5,1,-2,9,2,-4,4,-5,3
CC(C)(C)c1ccc(-n2ncc3c2CCCC3NC(=O)CCC2=NNC(=O)CC2)cc1 (stereo unspecified),2,-1,1,0,0,1,0,0,1,1
Cc1ccc(NC(=O)C2CCCN(S(=O)(=O)c3ccc(-n4cnnn4)cc3)C2)cc1 (stereo unspecified),-3,-6,4,-5,-3,-2,-4,4,0,2
Cc1ccc(C(=O)Nc2nc(=O)n(C(=O)c3ccccc3C)s2)cc1,-11,-16,20,2,4,0,5,-4,3,1
NC(=O)c1ccc(NC(=O)COC(=O)c2c3c(nc4ccccc24)/C(=C\c2cccs2)CCC3)cc1,-71,-45,12,-2,4,-2,-8,-42,-3,20*
Cc1nc(NC(=O)c2ccc(OCC(C)C)cc2)sc1Cc1ccc2c(c1)OCO2,-5,4,5,-3,4,-3,1,-26,-1,9
O=C1N=c2ccccc2=C1c1sc(=S)n(CC2CCCO2)c1O (stereo unspecified),3,6,2,0,-5,-1,-2,1,1,-5
O=C1CN(C(=O)c2ccc(F)c(S(=O)(=O)N3CCOCC3)c2)c2ccccc2N1,4,0,14,-5,-1,-2,-3,1,1,-5
O=C(Nc1ccc2oc(-c3cccnc3)nc2c1)c1cc2ccccc2o1,-11,0,4,1,3,1,-1,-10,1,0
Cc1ccc(S(=O)(=O)N2O[C@@H](c3ccccc3)C[C@H]2CON2C(C)(C)CCCC2(C)C)cc1,-11,-7,.,-4,-4,1,0,.,3,.
Cc1sc(N/N=C/c2cccnc2)nc1-c1ccc(Cl)cc1,4,2,8,1,-9,-3,5,0,-1,-3
CCc1nc(SCC(=O)c2ccccc2)c2ccccc2n1,-3,-9,-2,4,1,2,-4,-11,-1,4
CC1CN(Cc2nc3c(c(=O)[nH]c(=O)n3C)n2CCN2CCOCC2)CC(C)O1 (stereo unspecified),-5,-1,-4,4,3,-5,5,2,2,-3
COC(CNC(=O)C1CCCN(S(=O)(=O)c2c(C)noc2/C=C/c2cccs2)C1)OC (stereo unspecified),-3,3,-6,-4,-8,0,7,10,1,3
CN(C)CC(O)c1ccc(C=Cc2ccc(Cl)cc2)cc1 (stereo unspecified),-2,4,4,-2,-8,35,-2,16,-3,0
Cc1ccc(-c2csc3nc(CSc4nnc(-c5ccc(Cl)cc5)n4C)[nH]c(=O)c23)cc1,-7,4,6,-2,-3,-4,0,-4,4,1
CCOC(=O)C(NCCc1ccccc1)(NC(C)=O)C(F)(F)F (stereo unspecified),13,-1,-1,-3,1,0,-3,1,-1,-3
Clc1ccc(-c2ccc(SCc3ccccn3)nn2)cc1,8,-6,-2,2,-1,5,2,-6,6,-1
Cc1ccc(C(C(=O)NCc2ccccc2)N(C(=O)c2ccccn2)c2ccccc2)o1 (stereo unspecified),-1,-2,-6,7,-2,-4,-1,-2,1,-4
Cc1nnc(SCCCn2c(N3CCN(c4ccccc4)CC3)nc3c2c(=O)[nH]c(=O)n3C)s1,1,4,-8,-4,2,-2,4,-2,-1,4
COCCNC(=O)c1cn(Cc2c(F)cccc2Cl)nn1,0,0,-1,-3,3,2,-5,0,1,4
COc1ccc(C(=O)NC(Cc2ccc(OC(=O)c3ccc(OC)cc3)cc2)C(=O)O)cc1 (stereo unspecified),-3,-9,30,0,2,0,-4,-4,0,3
COc1ccc(-c2ccc3[nH]c4c(c3c2)CCN2C(=O)[C@@H]([C@H](C)O)[C@@H](N(C)C(=O)Nc3cc(Cl)cc(Cl)c3)C[C@@H]42)cc1,-24,-9,11,-1,-1,-4,-4,-44,-2,1
Cc1[nH]c2ccc(Cl)cc2c(=O)c1CN1CCCC1,3,-1,0,-2,-12,2,3,3,1,2
Cn1c(Cc2cccc3ccccc23)nnc1SCC(=O)N1CCN(c2ccccc2)CC1,-4,0,-4,-1,-2,4,-5,-9,1,1
CC(CC1CC(C)(C)OC1=O)C(=O)Nc1ccc([N+](=O)[O-])cc1 (stereo unspecified),9,2,-2,-2,-3,3,3,3,1,-5
CN(CCC#N)C(=O)COC(=O)/C=C/c1cccs1,5,-8,-4,5,4,3,7,1,4,-4
Cc1cc(Cl)ccc1OCC(=O)N1CCN(c2ncccn2)CC1,6,-3,-5,2,-7,-2,7,-2,0,2
N#Cc1c(N2CCOCC2)nc(N)c2c(N)nc3c(c12)CC(CCl)O3 (stereo unspecified),4,5,8,-1,6,16,-6,5,-1,11
CC(C)[C@H](NC(=O)c1c(F)cccc1F)C(=O)OCC(=O)NNC(=O)c1ccccc1,-4,-9,1,5,0,-12,9,-10,5,1
O=C(Cc1cccc(C(F)(F)F)c1)Nc1cccc(S(=O)(=O)N2CCCC2)c1,-9,-9,5,-2,10,-2,0,-23,-1,-5
COCCNC(=O)c1cc(C(=O)CC(C)C)c[nH]1,0,0,-3,-3,4,2,2,0,-2,2
CCCCCCC1NC(C(=O)O)CS1 (stereo unspecified),-5,0,1,1,10,1,2,7,2,-3
COc1ccc(Cn2nnnc2CN2CCC(O)(c3ccc(F)cc3)CC2)cc1,1,0,-7,-4,-8,-7,-2,-3,10,-2
CCOc1ccc(NC(=O)N2CCC(n3c(=O)[nH]c4ccccc43)CC2)cc1,6,5,-1,7,-4,-2,1,-2,0,-4
O=C(Nc1ccc(Cl)c(S(=O)(=O)Nc2ccccc2Cl)c1)c1cccs1,-64,-67,48*,0,4,0,2,-42,-2,8
CCc1ccc(N2CC(C(=O)Nc3nccs3)CC2=O)cc1 (stereo unspecified),3,7,-6,-1,-4,-1,2,-4,0,-2
O=C1c2cccnc2C(=O)N1Cc1ccc(F)cc1S(=O)(=O)NCc1ccco1,2,3,2,5,4,1,-2,3,3,0
COc1cccc(CN(CC2CCCO2)S(=O)(=O)c2ccc(S(=O)(=O)NCC3CCCO3)cc2)c1OC (stereo unspecified),-4,1,-5,2,-1,-2,0,0,-2,5
Cc1ccc(C(=O)Nc2cccc(NC(=O)c3ccc(C)o3)n2)o1,-6,1,-2,1,5,0,5,-9,4,-1
C=CCN1C(=O)/C(=C2/Sc3ccc(OC)cc3N2C)SC1=Nc1ccc(OC)cc1,5,4,7,10,2,0,-3,.,6,-11
O=C(c1cc(-c2cccc(O)c2)on1)N1CCOCC1,-6,-8,4,-4,-5,4,0,0,2,1
O=C(CNC(=O)N1CC(=O)Nc2ccccc21)NCCc1cccc(F)c1,-4,-3,-1,0,1,0,3,2,1,4
Cc1ccc2nc(NCCO)nc(-c3ccccc3)c2c1,2,1,-6,-2,5,-1,-3,-21,-2,3
O=C(Nc1cccc(S(=O)(=O)N2CCCCCC2)c1)C1CCN(C(=O)c2ccc(Cl)cc2)CC1,-4,-6,4,-1,1,-6,-2,-27,-1,-1
O=C(CN(C(=O)CNC(=O)c1ccco1)c1ccc2c(c1)OCCO2)NC1CCCCC1,2,6,-3,2,4,-4,5,5,1,-3
Cc1cc(NC(=O)COC(=O)CNS(=O)(=O)c2ccc(C)c(C)c2)no1,-6,3,1,1,0,5,-3,-5,0,4
CCCN(CCC)CCCNC(=O)CS(=O)Cc1nc(-c2ccc(OC)c(OC)c2)oc1C (stereo unspecified),5,4,-6,-3,3,-4,6,3,4,-3
CCOc1cc(-c2noc(-c3cccnc3)n2)ccc1OC,7,3,-3,-1,0,1,-6,3,0,-1
Cc1ccc(C(=O)c2c3ccccc3[n+]([O-])n2[C@@H](C)C(N)=O)cc1,4,8,12,10,3,3,-8,4,-3,4
COC(=O)CN1C(=O)[C@H]2[C@@H](c3ccc(C)o3)N3C(=O)CN(Cc4ccccn4)C(=O)[C@@]3(C)[C@H]2C1=O,4,1,7,3,-1,3,-2,-8,0,4
O=C(O)c1ccc2c(=O)n3c(nc2c1)/C(=C/c1cccc(Cl)c1Cl)CC3,-12,-4,18,3,-5,3,-2,-5,-4,4
COC(=O)c1[nH]c2c(c1C)C(=O)CC(c1cccs1)C2 (stereo unspecified),1,-8,0,0,-5,-5,-6,-2,-1,4
Cc1ccc(N(C(C)C(=O)N2CCC(C)CC2)S(C)(=O)=O)cc1C (stereo unspecified),2,5,-8,2,1,2,4,4,-2,0
Cn1c(N)c(C(=O)COC(=O)C2(c3cccc(F)c3)CCCC2)c(=O)n(C)c1=O,-2,1,0,-1,10,1,0,1,1,-3

# Next section.
SMILES,SIAE inh,mABHD4 FP,rCAG RNA binder,PRMT1 inh,NPR2 activator,GC-A act,MBD2 inh,HTRA1 inhibitor,UHRF1 binding,TCR CD3 inh
O=c1cc(-c2nn[nH]n2)[nH]c(=O)[nH]1,1,1,2,-1,-2,1,-4,2,-1,6
Cc1csc(CN(C)C(=O)C2CCC(=O)N(CCCc3ccccc3)C2)n1 (stereo unspecified),-3,3,-4,3,-1,1,0,0,0,3
COc1ccc(N(C(=O)CNC(=O)c2ccco2)C(C(=O)NCC2CCCO2)c2ccc(OC)c(OC)c2)cc1 (stereo unspecified),10,1,-4,2,-1,2,-7,1,0,5
c1ccc(N2CCN(C3CC4CCC3C4)CC2)cc1 (stereo unspecified),7,0,-2,-4,2,2,-1,7,1,7
O=C(N/N=C/c1cccc(O)c1)c1cc(-c2ccc3c(c2)OCO3)n[nH]1,-42,-45,8,2,17,12,2,-46,3,-4
CC(=O)c1ccc(-c2cc(C(C)=O)c3n(c2=O)CCC3)cc1,-2,4,1,-8,-6,3,-5,.,-1,.
O=C(N/N=C\CCc1ccccc1)c1ccco1,1,8,1,3,4,2,4,-1,0,0

# Two entries from above, with two lines to a compound.
# Screens in order: SIAE inh	mABHD4 FP	rCAG RNA binder	PRMT1 inh	NPR2 activator	GC-A act	MBD2 inh	HTRA1 inhibitor	UHRF1 binding	TCR CD3 inh
> CSCCC(C(=O)OC1CCOC1=O)N1C(=O)c2ccccc2C1=O (stereo unspecified)
  -4	18	9	5	-8	-16	-2	2	3	-10
> O=C(NCC(c1cccs1)N1CCOCC1)c1ccc([N+](=O)[O-])cc1 (stereo unspecified)
  6	4	0	0	3	8	1	1	25*	4

# Four entries drawn at random from the list so far, as already listed:
SMILES,SIAE inh,mABHD4 FP,rCAG RNA binder,PRMT1 inh,NPR2 activator,GC-A act,MBD2 inh,HTRA1 inhibitor,UHRF1 binding,TCR CD3 inh
COc1ccc(C(=O)NC(Cc2ccc(OC(=O)c3ccc(OC)cc3)cc2)C(=O)O)cc1 (stereo unspecified),-3,-9,30,0,2,0,-4,-4,0,3
O=C1N=c2ccccc2=C1c1sc(=S)n(CC2CCCO2)c1O (stereo unspecified),3,6,2,0,-5,-1,-2,1,1,-5
Cc1ccc2nc(NCCO)nc(-c3ccccc3)c2c1,2,1,-6,-2,5,-1,-3,-21,-2,3
CCOc1cc(-c2noc(-c3cccnc3)n2)ccc1OC,7,3,-3,-1,0,1,-6,3,0,-1

# The list is partial. The share of hits here may be higher or lower than overall.
